High-throughput results as filed in PubChem.
POLI inh = DNA polymerase iota (human) inhibition; Q9UNA4; Pol iota fluorescent replication assay, 10 min; Potency, µM (top dose mostly 115 µM), without a hit: at the highest dose activity, negative = inhibition, usual class: inhibitors; 390,000 compounds, 1% hits; AID 588590
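Pol iota at 10 nM preincubated 15 min with compounds at room temperature; reaction started with fluorescent substrate, 50 nM final. Fluorescence read kinetically at 0 and 10 min; buffer-only wells as negative control.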
G9a block = inhibitors of human histone lysine methyltransferase G9a. Q96KQ7. G9a H3K9 monomethylation, AlphaScreen, 2 h. Potency, µM (doses to about 102 µM), inactives show top-dose activity, negative = inhibition, usual class: inhibitors. 350,000 compounds, 8.8% hits. AID 504332; also: % is scaled to controls: 0 for no effect and ±100 for the full control effect; nearly all actives have a fitted effect of over 75% in size
Target sequence (Q96KQ7 913-1193 limits assumed): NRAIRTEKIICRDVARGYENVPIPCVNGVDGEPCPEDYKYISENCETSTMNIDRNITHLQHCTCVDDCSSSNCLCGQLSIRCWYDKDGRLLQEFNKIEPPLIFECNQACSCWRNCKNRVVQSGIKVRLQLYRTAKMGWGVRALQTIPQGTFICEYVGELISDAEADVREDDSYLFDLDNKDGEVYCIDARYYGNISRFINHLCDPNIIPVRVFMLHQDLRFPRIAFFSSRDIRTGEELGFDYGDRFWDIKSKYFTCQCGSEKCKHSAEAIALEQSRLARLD
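Chemiluminescent proximity detection of H3K9 monomethylation, read after 10 min bead incubation in the dark. Reaction: 20 nM G9a, 500 nM biotin-H3K9 peptide, 20 uM SAM cofactor, 2 h, room temperature, following 15 min enzyme-compound preincubation.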
GLS inh = blocks human kidney-isoform glutaminase activity; O94925; GLS enzymatic activity, qHTS titration; Potency, µM (doses to about 45.5 µM), without a hit: top-dose activity change, negative = inhibition, actives largely listed as inhibitors; 410,000 compounds, 0.21% hits; AID 624170; also: % is scaled to controls: 0 for no effect and ±100 for the full control effect
Target sequence (O94925 whole entry, looked up, canonical isoform): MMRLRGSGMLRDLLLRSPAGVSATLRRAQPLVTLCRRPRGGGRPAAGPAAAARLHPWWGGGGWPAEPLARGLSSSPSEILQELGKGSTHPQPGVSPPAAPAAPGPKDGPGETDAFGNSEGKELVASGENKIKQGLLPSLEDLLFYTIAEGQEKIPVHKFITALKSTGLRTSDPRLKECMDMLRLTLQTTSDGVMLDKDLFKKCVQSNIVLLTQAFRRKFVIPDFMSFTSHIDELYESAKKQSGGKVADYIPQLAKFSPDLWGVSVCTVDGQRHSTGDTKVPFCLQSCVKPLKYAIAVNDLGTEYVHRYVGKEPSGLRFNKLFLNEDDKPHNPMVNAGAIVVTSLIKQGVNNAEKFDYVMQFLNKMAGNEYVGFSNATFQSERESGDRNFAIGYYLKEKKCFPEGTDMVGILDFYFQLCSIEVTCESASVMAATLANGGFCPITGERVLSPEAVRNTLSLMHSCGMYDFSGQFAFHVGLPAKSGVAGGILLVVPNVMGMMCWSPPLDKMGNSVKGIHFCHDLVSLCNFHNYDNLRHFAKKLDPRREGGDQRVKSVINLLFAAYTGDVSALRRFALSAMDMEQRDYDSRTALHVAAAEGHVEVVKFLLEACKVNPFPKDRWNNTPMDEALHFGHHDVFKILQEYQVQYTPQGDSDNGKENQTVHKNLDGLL
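Coupled fluorescence readout: glutamate oxidase/HRP/Amplex Red detect glutamate formed by hKGA from L-glutamine (1 mM solution added). Buffer 45 mM KH2PO4 pH 8.2, 0.02% Tween-20; reads at t0 and 30 min RT.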
BLM inh = blocks DNA unwinding by human BLM helicase. P54132. recombinant BLM DNA unwinding, fluorescence dequenching. Potency, µM (series often up to 56.1 µM), inactives show top-dose activity change, negative = inhibition, usual class: inhibitors. 350,000 compounds, 0.2% hits;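 also: plate controls were vehicle for no effect and no enzyme for full effect; nearly all actives have a fitted effect of over 35% in size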
PGK inhibitor = T. brucei PGK inhibition; 380,000 compounds, 0.043% hits; Potency, µM (doses to about 57.5 µM), without a hit: at the top dose activity change, negative = inhibition, hits mostly inhibitors; P07378; AID 602233; PGK/GAPDH coupled, Kinase-Glo luminescence, 60 min; also: % is scaled to controls: 0 for no effect and ±100 for the full control effect; nearly all actives have a fitted effect of over 60% in size
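Recombinant glycosomal PGK reaction used 1,3-bisphosphoglycerate generated in-well by GAPDH (100nM final) in 100mM TEA pH 7.6, 5mM MgCl2, 0.01% Tween-20. After 60 minutes at room temperature, ATP was read by Kinase-Glo Plus luminescence end-point.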
BAZ2B inh = blocks human BAZ2B; AlphaScreen BAZ2B-H3K14Ac peptide displacement; Potency, µM (highest dose often 114 µM), without a hit: at the top dose activity change, negative = inhibition, most hits filed as inhibitors; 360,000 compounds, 4.4% hits; AID 504333; also: % is scaled to controls: 0 for no effect and ±100 for the full control effect; nearly all actives have a fitted effect of over 60% in size
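In this displacement format the biotinylated H3(5-23) peptide acetylated at Lys14 serves as ligand at 50 nM, with BAZ2B at 50 nM in PBS pH 7.4 containing 0.01% Tween-20. Donor and acceptor beads are 10 ug/mL final.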
HP1b chromo inh = HP1-beta chromodomain-methylated histone interaction inhibition; P83916; AlphaScreen HP1-beta / biotin-H3K9me3 peptide binding; Potency, µM (doses to about 114 µM), for the others: top-dose activity change, negative = inhibition, most hits filed as inhibitors; 390,000 compounds, 0.56% hits; also: nearly all actives have a fitted effect of over 70% in size; inactives centre near 23
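AlphaScreen: HP1-beta (50 nM) preformed 30 min with biotin-H3(1-18)K9me3 peptide (50 nM) in PBS pH 7.4, 0.01% Tween-20. Compound added for 30 min at RT, then streptavidin donor/nickel chelate acceptor beads (10 ug/mL) for 30 min.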
JMJD2A Tudor inh = inhibitors of human JMJD2A Tudor domain. O75164. AlphaScreen JMJD2A-Tudor / H3K4me3 peptide binding. Potency, µM (top dose mostly 114 µM), for the others: at the top dose activity change, negative = inhibition, most hits filed as inhibitors. 390,000 compounds, 4.4% hits; also: % is scaled to controls: 0 for no effect and ±100 for the full control effect; nearly all actives have a fitted effect of over 50% in size
Pin1 inh = blocks the human prolyl isomerase Pin1; Potency, µM (top dose mostly 115 µM), inactives show top-dose activity, negative = inhibition, usual class: inhibitors; Q13526; 390,000 compounds, 0.009% hits; Pin1 FP peptide displacement, HiFluor488, 10 min; active = well fitted inhibition curve with a large enough effect in the polarisation, with a control signal flat, not every such curve was filed as active; inconclusive = small, poorly fitted or top-dose-only effect, or effect the other way, or a change in a side signal; inactive = no such curve, though single readings can be large or run the other way; the % refers to the polarisation; also: % is scaled to controls: 0 for no effect and ±100 for the full control effect
Starred values were filed as active, the others as inactive; i = inactive; ? = inconclusive; nt = no result given; & = joins results of further samples; [ ] = dose if it differs, or a comment. Unless noted, calls follow the shape of the dose curve; as a rule, active = well fitted curve in the direction sought with a large enough effect; inconclusive = small, poorly fitted or top-dose-only effect, or another doubt; inactive = no such curve, though single readings can be large; an effect the other way counts as inactive or inconclusive. Potency is read from the fitted curve at half-maximal effect. An excerpt; count on the stated rates, not on these rows.

mol	POLI inh	G9a block	GLS inh	BLM inh	PGK inhibitor	BAZ2B inh	HP1b chromo inh	JMJD2A Tudor inh	Pin1 inh
O=C(COC(=O)CC1CCCC1)Nc1ccc(Br)cc1F	29%	nt	-20%	nt	1%	nt	110%[activator]	66%[activator]	-2%
C/C(=C\C1CCCCC1)C(NC(=O)c1ccc(C(F)(F)F)cc1)c1ccc(-c2ccccc2)cc1 (stereo not given)	2%	nt	12%	-2%	-1%	nt	19%	-27%	2%
NC(=O)c1oc2ccccc2c1NC(=O)c1nc2ccccc2s1	?	?	9%	-13%	-9%	?	25%	?	60%[activator]
Cc1nc2sc(C)c(C)c2c(=O)o1	-3%	?	1%	0%	-1%	-21%	16%	-10%	-1%
O=[N+]([O-])c1ccc(/C=N/Nc2nc(N3CCCCC3)nc(N3CCCCC3)n2)o1	16%	-32%[12.7 µM]	-3%	-9%	0%	?	-20%	-29%	32%[activator]
CCOc1ccc(C(=O)c2oc3ccccc3c2NC(=O)c2cc(-c3ccccc3)on2)cc1	38%[activator]	8%[59 µM]	-16%	-1%	-8%	3%	23%	-4%	-3%
COc1cc(OC)c2c(-c3cccc(-c4ccc(O)cc4)c3)cc(=O)oc2c1	-15%	4%	-5%	-8%[75.6 µM]	3%	nt	14%	?	9%
CCn1c(C)cc(C(=O)CSc2nnnn2C2CCCC2)c1C	-7%	?	-9%	nt	i	?	3%	-30%	5%
CCNS(=O)(=O)c1ccc(OC)c(C)c1	9%	-3%[59 µM]	4%	-1%	-1%[11.5 µM]	1%	42%[activator]	-7%	7%
CCn1c2ccccc2c2cc(NC(=O)CNC)ccc21	94%[activator]	nt	15%	-11%	-6%	56µM*	?	1µM*	-3%
CC1(C)c2cc(O)ccc2OC1N1CCOCC1 (stereo not given)	-5%	8.9µM*	-21%	-4%	3%	-13%	42%	-11%	5%
O=C(Nc1cccc(Cl)c1)c1cnccn1	116%[activator]	0%[0.501 µM]	1%	2%	7%	-5%	13%	-1%	-6%
CC(C)(CNC(=O)CCNC(=O)c1ccc(Br)cc1)N1CCOCC1	28%	-21%	-14%	nt	-8%	-4%	28%	-1%	-3%
Cc1cccc(N(CC(=O)N2CCOCC2)S(C)(=O)=O)c1	15%	111%[activator][59 µM]	0%	0%	-10%	-4%	26%	-18%	-10%
COc1ccc(Br)cc1C1C2C=CCC(C)C2C(=O)N1Cc1ccccc1 (stereo not given)	8%	nt	nt	-10%	nt	nt	31%	-12%	-2%
CCCCC(=O)Nc1ccc(C(=O)N2CCN(C)CC2)cc1	5%	?	-4%	-6%	-2%	-3%	13%	-21%	-3%
CCOc1c(Nc2cccc(Cl)c2)c(=O)c1=O	-6%	nt	29%	-3%	-10%	-16%	56%[activator]	-11%	-20%
COC(=O)[C@@H](NC(=O)CCc1nnc(-c2ccsc2)o1)C(C)C	5%	?	4%	-1%	-5%	-3%	39%[activator]	-8%	9%
CCN(CC)CCn1c2c(c(SCC(=O)NCc3ccccc3)nc1=O)CCCC2	7%	9%[0.501 µM]	-8%	nt	-6%	-2%	22%	3%	-3%
COc1ccc(Cl)cc1NC(=O)CSc1nc(=O)[nH]c2c1CCC2	-11%	8%[59 µM]	6%	1%	i	-8%	26%	-21%	2%
O=C1C=C(O)CC(c2cccs2)C1 (stereo not given)	?	10%[59 µM]	0%	-15%	i	?	3%	-33%	7%
CCOC(=O)C1CCN(c2nc3ccccc3nc2C(C#N)C(=O)OCCOC)CC1 (stereo not given)	19%	-6%[2.33 µM]	-7%	0%	-8%	-22%	41%	0%	9%
CN1CCN(C(=O)C2CCCN(S(=O)(=O)c3ccc(Cl)cc3)C2)CC1 (stereo not given)	-12%	10µM*	8%	-1%	-6%	50µM*	?	0.71µM*	9%
CC1=C(C(=O)OCCOC(C)C)C(c2cccc3ccccc23)NC(=O)N1 (stereo not given)	-4%[58.9 µM]	nt	0%	nt	-3%	nt	13%	-4%	1%
Cc1ccc(C(C)(C)C)cc1S(=O)(=O)NC(=O)c1ccccc1	73%[activator]	nt	39%[activator]	0%	i	-12%	32%[activator]	-7%	-6%
CCOC(=O)c1cc(-c2ccccc2)n(-c2cccc(C(=O)N(C)c3ccc(C)cc3)c2)c1C	-4%	16µM*	0%	-10%	1%	?	-10%	?	7%
Cc1ccc(CNC(=O)CCC2CCCN(Cc3c(C)nn(C(C)C)c3C)C2)o1 (stereo not given)	2%	6%	-6%	-1%	nt	5%	27%	-22%	0%
Cc1ccc(Oc2ncccc2NC(=O)CC(CC(=O)O)c2ccccc2)c2c1CCC2 (stereo not given)	27%	11%	10%	0%	i	-25%	13%	-12%	-7%
COc1cc(Cl)c(C)cc1NC(=O)CN1CCN(C(=O)C2CC2)CC1	35%[activator]	24%[2.33 µM]	-1%	nt	1%	8%	37%	-4%	-5%
Cc1ccc(-c2noc(CNCCCN(C)C)n2)cc1	?	?	1%	-6%	-3%	0%	59%[activator]	-17%[11.4 µM]	2%

Part of the list above, with the structure last:
POLI inh	G9a block	GLS inh	BLM inh	PGK inhibitor	BAZ2B inh	HP1b chromo inh	JMJD2A Tudor inh	Pin1 inh	Structure
28%	-21%	-14%	nt	-8%	-4%	28%	-1%	-3%	CC(C)(CNC(=O)CCNC(=O)c1ccc(Br)cc1)N1CCOCC1
15%	111%[activator][59 µM]	0%	0%	-10%	-4%	26%	-18%	-10%	Cc1cccc(N(CC(=O)N2CCOCC2)S(C)(=O)=O)c1

Next section:
mol	POLI inh	G9a block	GLS inh	BLM inh	PGK inhibitor	BAZ2B inh	HP1b chromo inh	JMJD2A Tudor inh	Pin1 inh
COC(=O)c1ccc2c(=O)n(Cc3ccco3)c(SCC(=O)Nc3cc(C)on3)nc2c1	15%	-32%	-2%	-3%	-1%	-30%	34%	-22%	10%
CC1CCN(c2oc(-c3ccc(COc4ccccc4)o3)nc2C#N)CC1	34%[activator]	5µM*	0%	-7%	8%	?	-15%	?	24%
O=C(CN1CCC(Cc2ccccc2)CC1)NC(=O)NCc1ccccc1	43%[activator]	11%[59 µM]	-4%	1%	0%	-3%	29%	-12%	2%
O=Nc1ccc(O)c2ncccc12	?	?	11%	-15%&-9%	-1%	22µM*	-2%	28µM*	?
N#Cc1c(-c2ccccc2)nc(N2CCCCCC2)[nH]c1=O	-20%	15%[59 µM]	0%	-2%	-1%	-3%	34%	-10%	4%
CCOc1ccc(N(C)S(=O)(=O)c2ccc(C)c(C(=O)Nc3nnc(C4CC4)s3)c2)cc1	-12%	18%[12.7 µM]	-2%	nt	-5%	0%	12%	-29%	15%
CCOC(=O)C1CCCN(C(=O)c2cc(S(=O)(=O)N3CCCCCC3)ccc2OC)C1 (stereo not given)	15%	-8%[12.7 µM]	0%	nt	1%	1%	30%	6%	0%
CC(C)c1ccc(NC(=O)Cc2ccc(NC(=O)N3CCCCc4ccccc43)cc2)cc1	10%	9%[59 µM]	-8%	-9%	i	-17%	10%	-28%	-20%
c1ccc(OCCN2C3=NCCN3c3ccccc32)cc1	-11%	22%	-4%	5%	-3%	11%	39%	13%	0%
Nc1ccc(C(=O)OCc2nc3cc4ccccc4cc3[nH]2)cc1	0%	0%	-9%	-2%	-9%	-16%	30%	-4%	2%
Cc1ccc(NS(=O)(=O)c2ccc3c(c2)NC(=O)CO3)c(C)c1	1%	42%[activator]	2%	0%	-7%	-17%	26%	-16%	-6%
Cc1cc(OCc2nnc(SC(C)C(=O)O)n2-c2ccccc2)ccc1Cl (stereo not given)	18%	?	0%	-10%	-2%	-39%	43%[activator]	?	1%
CCCCN(C(=O)c1cccc(S(=O)(=O)N2CC(C)OC(C)C2)c1)c1c(N)n(CC(C)C)c(=O)[nH]c1=O (stereo not given)	5%	nt	3%	0%	-1%	2%	12%	-9%	-1%
O=C(OCc1ccccc1)/C(=C/c1cccc2ccccc12)NC(=O)c1ccccc1	131%[activator]	21%	-1%	1%	2%	7%	8%	-8%	4%
N#CC(C(=O)NCCc1ccccc1)c1nc2ccccc2nc1N1CCCCC1 (stereo not given)	0%	6%	-1%	-2%	1%	1%	11%	-20%	12%
COc1ccc(CCNc2nc(-c3cccc(NC(C)=O)c3)cs2)cc1OC	121%[activator]	?	-2%	-15%	-1%	?	-11%	?	-3%
Cc1cn(CC(=O)NCCc2ccccn2)c(=O)[nH]c1=O	14%	nt	3%	nt	-8%	nt	26%	?	-2%
CCC(Sc1nc2ccccc2[nH]1)C(=O)Nc1ccc(NC(C)=O)cc1 (stereo not given)	53%[activator]	18%[59 µM]	1%	-5%	-6%	-15%	0%	-17%	-5%
COc1cccc(NC(=O)c2cc3ccccc3cc2OC)c1	16%	9%	-3%	-6%	-8%	-4%	34%	-8%	-1%
Cc1occc1C(=O)N/N=C/C(Br)=C\c1ccccc1	-13%	10%[59 µM]	-8%	-11%	-5%	-36%	17%	-20%	0%
CC1=NNC(=O)C1Cc1ccccc1 (stereo not given)	16%	nt	12%	nt	9%	nt	22%	-8%	-3%
COCC(=O)NCCNc1nc2ccc(C)cc2cc1C	10%	-25%	9%	-7%	-3%	-26%	20%	-9%	-2%
O=C(Cn1cc2c(n1)CCCCC2)Nc1ccccc1Br	18%	35%	0%	-4%	4%	8%	61%[activator]	13%	0%

Compound profiles (already shown). Order of screens: POLI inh, G9a block, GLS inh, BLM inh, PGK inhibitor, BAZ2B inh, HP1b chromo inh, JMJD2A Tudor inh, Pin1 inh
CC1=NNC(=O)C1Cc1ccccc1 (stereo not given) reads 16%, nt, 12%, nt, 9%, nt, 22%, -8%, -3%
COc1ccc(CCNc2nc(-c3cccc(NC(C)=O)c3)cs2)cc1OC reads 121%[activator], ?, -2%, -15%, -1%, ?, -11%, ?, -3%
COc1cccc(NC(=O)c2cc3ccccc3cc2OC)c1 reads 16%, 9%, -3%, -6%, -8%, -4%, 34%, -8%, -1%
